# 14-3-3 PPI: alters human 14-3-3 gamma binding to Raf peptide | inhibition, % at 40 µM | FP, 14-3-3gamma / TMR-pS259-Raf peptide binding | P61981 | AID 422 | hit rate 0.19% among 160,000; in the data active = inhibition above about 30%;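 also: 0% = protein plus tracer without compound and 100% = blank with tracer alone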
# Target sequence (P61981 whole entry, looked up): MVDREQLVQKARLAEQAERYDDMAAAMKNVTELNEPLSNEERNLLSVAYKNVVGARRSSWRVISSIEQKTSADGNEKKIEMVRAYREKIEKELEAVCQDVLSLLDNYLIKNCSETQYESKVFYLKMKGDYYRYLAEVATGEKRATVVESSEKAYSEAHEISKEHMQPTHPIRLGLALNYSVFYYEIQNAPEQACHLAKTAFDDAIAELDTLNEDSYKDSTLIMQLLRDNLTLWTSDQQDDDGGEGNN
# Starred values were filed as active, the others as inactive; & = joins results of further samples. Only part of the results is shown; count on the stated rates, not on these rows.
SMILES,14-3-3 PPI
CCn1cc(C(=O)NCCCN(C)c2ccccc2)c(=O)c2cc(S(=O)(=O)N(C)C)ccc21,-8
Cc1nc(-c2c(-c3ccc(O)cc3O)noc2C(F)(F)F)cs1,-1
O=C(Nc1ccc(Cl)c(C(=O)c2ccccc2)c1)c1cc(=O)c2ccccc2o1,2
O=[N+]([O-])c1ccc(Cl)c(C2N(Cc3ccccc3)CCN2Cc2ccccc2)c1,4
CC(=O)c1sc2nc(=O)c(C)nn2c1C,-9&3
CN(C)S(=O)(=O)c1ccc(C(=O)N=c2sc3ccccc3n2C)cc1,-10
c1ccc(Cn2c(CSc3ncnc4ccccc34)nc3ccccc32)cc1,-3
COc1ccc(C2C(C(=O)Nc3cccnc3)=C(C)Nc3nc(-c4ccco4)nn32)cc1 (configuration not stated),3
COc1ccc(OC)c(N2C(N)=NC(N)=NC23CCCC3)c1,-4
CC(=O)N1CCN=C1SCc1ccc(C(F)(F)F)cc1,0
COc1ccc(S(=O)(=O)N(CC(=O)NCc2ccncc2)c2ccc(Cl)cc2)cc1,-7
COC(=O)c1cc2sccc2n1CC(=O)Nc1ccc(OC)c(OC)c1OC,5
O=C(Cc1ccc(Cl)cc1)Nc1ccc2oc(-c3ccncc3)nc2c1,-23
COc1ccc2nc(SCC(=O)Nc3ccc(-c4nc5ccccc5o4)cc3)[nH]c2c1,-24
CC(=O)Oc1cccc(N2C(=O)C3CC=C(Cl)CC3C2=O)c1 (configuration not stated),-1
COc1ccc(C(c2sc3ncnn3c2O)N2CCN(c3ccccc3F)CC2)cc1OC (configuration not stated),-8
Cc1ccc(SCC(C)CNC(=O)Nc2ccccc2)cc1 (configuration not stated),0
O=C1CC(c2ccc(Cl)cc2)Sc2nc(-c3ccc(F)cc3)nn21 (configuration not stated),-5
CCC1(C)Cc2ccccc2-c2c1c(=O)n(Cc1ccccc1)c1nnnn21 (configuration not stated),1
CC1CCCCC1NC(=O)C1CCC(Cn2c(=O)[nH]c3ccccc3c2=O)CC1 (configuration not stated),4
O=C(c1cccs1)N1CCN=C1SCc1ccc([N+](=O)[O-])cc1,5
Cc1ccc(NS(=O)(=O)c2ccc3c(c2)CCN3C(=O)C2CC2)cc1C,2
CC(C)c1nc(SCC(=O)N2CCOCC2)c2c(=O)n(C)c(=O)n(C)c2n1,-4
CNC(=O)c1c(N=Cc2ccccc2O)sc2c1CCCC2,-7
Cc1cc(-c2ccco2)n(CC(=O)NCCCc2ccccc2)n1,-4
NS(=O)(=O)c1ccc(CNC(=O)c2ccc(Cn3cc([N+](=O)[O-])cn3)cc2)cc1,3
CC(NC(=O)CSC1=NC(c2ccccc2)CC(C(F)(F)F)N1)c1ccccc1 (configuration not stated),0
CCOCCOC(=O)C1=C(C)NC(=O)NC1c1ccc(OCC)cc1 (configuration not stated),2
COc1ccc(CCCc2nnc(SCC(=O)Nc3ncc(C)s3)o2)cc1,-7
c1ccc2c(N3CCOCC3)nc(N3CCOCC3)nc2c1,-7
CCOC(=O)c1cnc2c(-c3ccc(Cl)cc3)cnn2c1-c1ccccc1,-2
CCCn1c(=S)[nH]c2cc(C(=O)N3CCN(c4ccccc4)CC3)ccc2c1=O,-10
O=C(c1ccc([N+](=O)[O-])cc1)N1N=C(c2ccncc2)CC1(O)C(F)(F)F (configuration not stated),2
COc1ccc(NC(=O)Cn2nc(C(F)(F)F)cc2C)cc1Cl,-23
COc1ccc(NC(=O)CSc2nc3ccccc3nc2Cc2ccc(F)cc2)c(OC)c1,-2
CCN(CC)S(=O)(=O)c1ccc(C(=O)Nc2ncn(Cc3ccccc3)n2)cc1,1&-3
O=c1c2c3c(sc2n2cnnc2n1Cc1ccccc1)CN(Cc1ccccc1)CC3,-15
Cc1[nH]c2ccc(Cl)cc2c(=O)c1CN1CCCC(C)C1 (configuration not stated),-2
FC(F)Oc1ccc(C2CC(c3ccco3)=Nc3ccccc3S2)cc1 (configuration not stated),-1
COc1ccc(C2CC(c3cccc(NS(C)(=O)=O)c3)=NN2C(=O)C(C)C)cc1 (configuration not stated),-76

# Next section, overlapping the part above by five compounds.
SMILES,14-3-3 PPI
CCN(CC)S(=O)(=O)c1ccc(C(=O)Nc2ncn(Cc3ccccc3)n2)cc1,1&-3
O=c1c2c3c(sc2n2cnnc2n1Cc1ccccc1)CN(Cc1ccccc1)CC3,-15
Cc1[nH]c2ccc(Cl)cc2c(=O)c1CN1CCCC(C)C1 (configuration not stated),-2
FC(F)Oc1ccc(C2CC(c3ccco3)=Nc3ccccc3S2)cc1 (configuration not stated),-1
COc1ccc(C2CC(c3cccc(NS(C)(=O)=O)c3)=NN2C(=O)C(C)C)cc1 (configuration not stated),-76
COCCn1nnnc1C(c1ccccc1)N1CCN(C)CC1 (configuration not stated),-3
C=CCOC(=O)C1=C(C)OC(N)=C(C#N)C1c1ccc2c(c1)OCO2 (configuration not stated),-2
COc1ccccc1CNC(=O)c1ccc(N2CCCC2=O)cc1,-5
C=C(C)Cn1c(=S)[nH]c2c(c1=O)C1(CCCCC1)Cc1ccccc1-2,-11
Cc1ccc(-n2nc3c(c2NC(=O)c2cccc(C(F)(F)F)c2)CS(=O)C3)cc1 (configuration not stated),-1
O=C(Nc1ccc(S(=O)(=O)N2CCOCC2)cc1)C1CCCCC1,0
COC(=O)C1=CN(Cc2cccs2)C=C(C(=O)OC)C1c1ccc(C(F)(F)F)cc1,0
Cc1ccc(-c2nc(-c3ccccn3)no2)cc1[N+](=O)[O-],-7
COc1ccc(OCC(=O)N2CCN(C(=O)c3ccco3)CC2)cc1,-7
COC(=O)[C@H](C)NC(=O)Nc1ccc(S(N)(=O)=O)cc1,-3
CN(C)c1ccc(C2/C(=C(\O)c3ccc(Br)cc3)C(=O)C(=O)N2CCCn2ccnc2)cc1 (configuration not stated),-7
COc1ccccc1N1CCN(CCCNC(=O)Nc2ccccc2)CC1,1
CSc1nc2ccc3nc(NC(=O)c4ccc([N+](=O)[O-])s4)sc3c2s1,-4
CN1CCN(S(=O)(=O)c2ccc(NC(=O)c3ccco3)cc2)CC1,3
Cc1cc(C)cc(-c2nc(-c3ccncc3)no2)c1,0
O=c1[nH]c(=O)c2sc3nc(-c4ccncc4)cc(C(F)(F)F)c3c2[nH]1,-3
CCCn1c(SCC(=O)Nc2nc(C)c(C(=O)OC)s2)nnc1C(C)C,0
COc1ccc(-c2c3c(=O)n(C)c(=O)n(C)c3cn2-c2cc(OC)ccc2OC)cc1,-8
COc1ccccc1NC(=O)CSc1nc(O)cc(=O)[nH]1,-7
Cc1ccc(NC(=O)CSc2ncccc2C(=O)OC(C)C)c(Cl)c1,0

# Single values from the entries so far:
# 14-3-3 PPI, CCOCCOC(=O)C1=C(C)NC(=O)NC1c1ccc(OCC)cc1 (configuration not stated) = 2
# 14-3-3 PPI, CC1CCCCC1NC(=O)C1CCC(Cn2c(=O)[nH]c3ccccc3c2=O)CC1 (configuration not stated) = 4
# 14-3-3 PPI, C=C(C)Cn1c(=S)[nH]c2c(c1=O)C1(CCCCC1)Cc1ccccc1-2 = -11
# 14-3-3 PPI, CSc1nc2ccc3nc(NC(=O)c4ccc([N+](=O)[O-])s4)sc3c2s1 = -4

# (cont.)
SMILES,14-3-3 PPI
Cc1ccc(C2C(=O)N(C3CCC(C)CC3)CC(=O)N2Cc2ccc(F)cc2)cc1 (configuration not stated),6
C=CCN1CCc2c(cc(O)c(O)c2Br)[C@@H](c2ccccc2)C1,-9
NS(=O)(=O)c1ccc(NC(=O)CSc2nc(-c3ccccc3)c(-c3ccccc3)o2)cc1,-2
O=c1c2cc(F)ccc2[nH]c(=S)n1Cc1ccccc1Cl,-4
CCOc1ccc(NC(=O)c2sc3ncnc(N(C)c4ccccc4)c3c2C)cc1,2
COc1ccc(Br)c(C(=O)Nc2cc(C(=O)NCc3ccco3)ccc2N2CC3CC(C2)c2cccc(=O)n2C3)c1 (configuration not stated),-22
O=C(Nc1ccc(Oc2ccccc2)cc1)C1c2ccccc2Oc2ccccc21,-5
CCCCn1c(SCC(=O)Nc2nnc(C)s2)nc2c1c(=O)n(C)c(=O)n2C,3
CCCCc1cc(=O)oc2cc(OCc3nn[nH]n3)c(Cl)cc12,5
O=C(O)C1CCCN1S(=O)(=O)c1ccc(Cl)cc1 (configuration not stated),0
CCn1cc(C(=O)NCC2CCCO2)c2cc(OC)c(OC)cc2c1=O (configuration not stated),-10
CCOC(=O)c1c(C)nc2ccccc2c1C(=O)O,-6
CC(=O)N1CCc2cc(S(=O)(=O)CCC(=O)NCCC3=CCCCC3)ccc21,-13
CCc1c(C)nc2cc(-c3ccccc3)[nH]n2c1=O,10
N#Cc1c(NC(=O)c2nc3ncccn3n2)sc2c1CCCCC2,-8
COC(=O)c1ccc(OCC2c3cc(OC)c(OC)cc3CCN2C(=O)C23CC4CC(CC(C4)C2)C3)cc1 (configuration not stated),-6
Cn1c2ccccc2c2c(C(=O)NCCCN3CCOCC3)cn(C3CCCCC3)c(=O)c21,-6
O=C(Nc1ccc2nn(-c3ccc(Cl)cc3)nc2c1)c1ccc(Cl)c([N+](=O)[O-])c1,-5
O=C(Cc1ccccc1)Nc1cc(-c2nc3ncccc3o2)ccc1Cl,-14
COc1ccc(N(C)C(=O)CCNS(=O)(=O)c2cccs2)cc1,-13
Cn1c(CNC(=O)Cc2ccc3c(c2)OCO3)nnc1SCc1ccccc1,4
Cc1ccc(N2C(N)=NC(N)=NC2(C)C)c(C)c1,2&-7
Cc1cc(C)nc(SCC(=O)c2ccccc2)n1,-30
O=C(CC1SC(=O)N(Cc2ccc(Cl)cc2)C1=O)Nc1nccs1 (configuration not stated),0
COC(=O)Cn1c(=NC(=O)CSC(C)=O)sc2cc(C(=O)OC)ccc21,-3
COC(=O)C1=NNC2(C)C(=O)N(c3ccccc3C)C(=O)C12 (configuration not stated),-1
CCOC(=O)c1c(NC(=O)COC(=O)Cn2cnc3ccccc32)sc(C)c1C,-10
Cc1nn(-c2ccccn2)c2c1CCC2,-2
COc1ccc(Cc2nc3ccc(OC(C)=O)cc3c(=O)o2)cc1,-9
CCCCOC(=O)c1ccc(OC(=O)c2ccncc2)cc1,10
CC1CCN(C(=O)CCNS(=O)(=O)c2ccccc2)CC1,-3
O=C1C2CC=CCC2C(=O)N1c1ccc(NCCc2ccc(Cl)cc2)c([N+](=O)[O-])c1 (configuration not stated),-3
CCOc1ccccc1Nc1c2c(nc3ccccc13)CCCC2,3
CN(C)S(=O)(=O)N1CCN(c2cc(Cl)ccc2Cl)CC1,-6
CCC(C)NC(=O)CNC(=O)Cn1c(C)cc2ccccc2c1=O (configuration not stated),-10
O=C(N1CCN(c2ccccc2F)CC1)C12CC3CC(CC(C3)C1)C2,-5&1
COc1ccccc1C(=O)N1CCC(N2CCN(C)CC2)CC1,-8
C=CCn1c(SCC(=O)Nc2cccc(C(F)(F)F)c2)nc2scc(-c3ccc(F)cc3)c2c1=O,-14
CNS(=O)(=O)c1cc(-c2n[nH]c(=O)c3ccccc23)ccc1C,-3
CCOc1ccc(N(CC)C(=O)C2CCCN(S(=O)(=O)c3cccc4nsnc34)C2)cc1 (configuration not stated),-1

# Retrieved by compound from the list above, 5 records:
SMILES,14-3-3 PPI
COC(=O)C1=NNC2(C)C(=O)N(c3ccccc3C)C(=O)C12 (configuration not stated),-1
O=C1C2CC=CCC2C(=O)N1c1ccc(NCCc2ccc(Cl)cc2)c([N+](=O)[O-])c1 (configuration not stated),-3
Cn1c(CNC(=O)Cc2ccc3c(c2)OCO3)nnc1SCc1ccccc1,4
COC(=O)Cn1c(=NC(=O)CSC(C)=O)sc2cc(C(=O)OC)ccc21,-3
Cc1cc(C)nc(SCC(=O)c2ccccc2)n1,-30

# Other records follow:
SMILES,14-3-3 PPI
Cn1c(=O)cc(SCC(=O)Nc2cccc(Cl)c2)c2ccc(Cl)cc21,-8
CCOc1ccc(S(=O)(=O)N(CC(=O)Nc2ccccc2C)c2ccccc2)cc1,-12
Cc1ccc(NC(=O)c2ccc(Br)o2)c(Br)c1,8
CCSCCOC(=O)C1=C(C)NC2=C(C(=O)C(C(=O)OC)C(C)C2)C1c1ccccc1F (configuration not stated),7
CC1CCN(c2oc(-c3ccc(F)cc3)nc2C#N)CC1,1
Cc1noc(C)c1CSc1nnc(-c2ccccc2F)n1CCc1ccccc1,-3
COc1cc(NC(=O)c2ccc(Cl)c([N+](=O)[O-])c2)ccc1NC(=O)c1cc2ccccc2o1,-5
CN1CCN(C(=O)c2ccc3c(c2)NC(=O)C(N2CCOCC2)S3)CC1 (configuration not stated),4
CCCOc1ccc(C2/C(=C(\O)c3c(C)[nH]c(C(=O)OC)c3C)C(=O)C(=O)N2CCN(C)C)cc1 (configuration not stated),-6
CCOC(=O)CC(=O)CSc1nnc(Cn2c(=O)sc3ccccc32)n1C,0
O=C(C1CCCN(S(=O)(=O)c2ccc(Br)s2)C1)N1CCCCCC1 (configuration not stated),3
Cc1cccc(-c2noc(-c3ccc(F)cc3)n2)c1,2&6
c1ccc(Cn2nnnc2-c2ccco2)cc1,3
Oc1ccc(Br)cc1C=Nc1ccc(O)c(-c2nc3ccccc3s2)c1,-135
CS(=O)(=O)N1CCCC(C(=O)NCCN2CCOCC2)C1 (configuration not stated),-6
CCOC(=O)c1ccc(COc2nc3ccccc3nc2-c2ccccc2NC(C)=O)o1,5
COCCNC(=O)C(c1ccccc1C)N(CCOC)C(=O)Cn1nnc2ccccc21 (configuration not stated),-10
CC(=O)N1c2ccc(S(=O)(=O)N(C)c3ccc(Br)cc3)cc2CC1C (configuration not stated),-2
O=C(Cn1nnc2c(cnn2-c2ccccc2)c1=O)NCc1cccs1,-3
CCCn1c(CCNC(=O)c2cccs2)nc2ccccc21,-9&-12
Cc1ccc(CNC(=O)CCN2N=C(c3ccc(C)cc3)CCC2=O)cc1,1
Cc1cc(I)ccc1NC(=O)CCN1C(=O)c2ccccc2C1=O,-3
CCCc1[nH]nc2c1C(c1ccc(O)c(OC)c1)C(C#N)=C(N)O2 (configuration not stated),-9
COc1ncnc2c1oc1nc(CC(C)C)c3c(c12)CCCC3,-10
O=C(NCCc1ccccc1)c1ccc(Cl)s1,0
COCCNC(=O)C1c2ccccc2C(=O)N(Cc2ccc(F)cc2)C1c1ccc(OC)cc1 (configuration not stated),-5
Cc1ccc(NC(=O)CCS(=O)(=O)c2ccc(Br)s2)c(Cl)c1,-2
COc1ccc(OCC(=O)Nc2cc(OC)cc(OC)c2)cc1,-18
CCN1C(=O)c2ccccc2S(=O)c2ccc(C(=O)NCCCN3CCCC3=O)cc21 (configuration not stated),-2

# Bioassay records (PubChem BioAssay)
